SRC3 inh = human NCOA3 inhibition. Q9Y6Q9. HEK293 GAL4-SRC3 luciferase reporter, luminescence. inhibition, % at 3.6 µM. 360,000 compounds, 0.17% hits;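 active = inhibition above a per-campaign cutoff, the mean of all compounds plus 3 SD, cut at about 60% in these data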;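 also: 0% = DMSO-treated cells and 100% = gossypol-treated cells at 36 µM; higher means less SRC3-driven luciferase light from the GAL4 reporter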
Target sequence (Q9Y6Q9 whole entry, looked up, the tested form may be a part): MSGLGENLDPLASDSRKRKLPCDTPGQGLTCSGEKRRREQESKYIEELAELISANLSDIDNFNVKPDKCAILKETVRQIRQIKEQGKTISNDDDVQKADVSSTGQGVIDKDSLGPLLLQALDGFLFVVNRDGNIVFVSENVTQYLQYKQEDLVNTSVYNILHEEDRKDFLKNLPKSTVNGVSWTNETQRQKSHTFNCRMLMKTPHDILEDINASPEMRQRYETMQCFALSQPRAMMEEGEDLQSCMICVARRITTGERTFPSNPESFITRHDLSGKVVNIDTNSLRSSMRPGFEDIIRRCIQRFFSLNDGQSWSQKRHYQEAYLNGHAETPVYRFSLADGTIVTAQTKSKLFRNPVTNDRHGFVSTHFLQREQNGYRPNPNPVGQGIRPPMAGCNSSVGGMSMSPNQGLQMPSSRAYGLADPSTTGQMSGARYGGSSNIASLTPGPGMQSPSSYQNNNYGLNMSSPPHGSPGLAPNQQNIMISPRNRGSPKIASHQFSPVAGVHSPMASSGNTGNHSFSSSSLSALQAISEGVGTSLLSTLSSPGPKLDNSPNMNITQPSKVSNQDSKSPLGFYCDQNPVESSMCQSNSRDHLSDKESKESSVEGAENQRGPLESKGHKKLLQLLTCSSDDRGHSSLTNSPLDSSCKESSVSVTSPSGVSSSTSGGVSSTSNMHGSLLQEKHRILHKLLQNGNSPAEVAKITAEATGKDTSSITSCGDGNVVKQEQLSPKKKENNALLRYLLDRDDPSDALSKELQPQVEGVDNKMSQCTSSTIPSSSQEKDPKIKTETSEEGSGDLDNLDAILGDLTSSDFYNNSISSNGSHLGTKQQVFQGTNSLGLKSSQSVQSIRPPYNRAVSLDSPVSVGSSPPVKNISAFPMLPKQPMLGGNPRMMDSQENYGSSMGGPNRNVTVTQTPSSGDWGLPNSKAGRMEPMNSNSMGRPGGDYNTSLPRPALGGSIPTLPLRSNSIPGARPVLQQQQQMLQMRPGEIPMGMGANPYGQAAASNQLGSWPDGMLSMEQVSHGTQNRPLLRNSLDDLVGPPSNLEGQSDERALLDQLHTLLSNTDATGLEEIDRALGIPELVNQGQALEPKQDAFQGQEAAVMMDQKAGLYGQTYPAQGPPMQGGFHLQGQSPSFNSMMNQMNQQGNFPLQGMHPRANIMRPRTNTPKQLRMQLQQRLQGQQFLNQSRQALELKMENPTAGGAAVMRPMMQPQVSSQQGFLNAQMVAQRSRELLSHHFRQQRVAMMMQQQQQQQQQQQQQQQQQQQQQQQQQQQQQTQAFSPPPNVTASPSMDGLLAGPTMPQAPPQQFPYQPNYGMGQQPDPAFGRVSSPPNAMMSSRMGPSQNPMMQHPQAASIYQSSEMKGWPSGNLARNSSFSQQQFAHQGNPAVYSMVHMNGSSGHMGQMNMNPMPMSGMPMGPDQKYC
C8 TRAIL sens = caspase-8 TRAIL sensitization; NB7+C8 cells + TRAIL, ATPlite viability luminescence; inhibition (viability loss, TRAIL sensitization), % at 10 µM; 360,000 compounds, 1% hits; AID 624354;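 active = compounds causing at least 50% loss of cell viability in the single-dose screen, relative to plate controls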
KKLEB cytotox = counter-screen for CF NF-kB inhibitors: cytotoxicity; KKLEB CF airway cells viability, ATPlite luminescence, overnight; active compounds read low; cells stimulated with P. aeruginosa culture filtrate; activity change (cytotoxicity), % at 5 µM; 360,000 compounds, 0.36% hits; AID 602141;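 active = corrected activity change at or below -50% at 5 µM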
TROY NFkB inh = TROY signaling inhibition; Q293 LMP1-TROYcd NF-kB luciferase reporter, 4 h; inhibition, % at 10 µM; 360,000 compounds, 0.98% hits; AID 1347056;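 active = compounds whose plate-normalised and pattern-corrected inhibition of the luciferase reporter signal at the single screening dose is 50% or more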
COUP-TFII inh = blocks human COUP-TFII nuclear receptor | P24468 | 370,000 compounds, 0.7% hits | AID 686940 | inhibition, % at 8.6 µM | HEK293T NGFI-A luciferase reporter, luminescence;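 active = inhibition above a per-plate cutoff, mean inhibition of test wells between control levels plus 3 SD, cut at about 38% in these data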;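 also: cells cotransfected with COUP-TFII expression vector driving the NGFI-A reporter; 0% = median of COUP-TF2 test wells and 100% = reporter-only cells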
NR5A2 inv ag = inverse agonists of human LRH-1 (NR5A2) | HEK293T StAR-luciferase reporter, LRH-1 transfected, 24 h | 360,000 compounds, 0.13% hits | inhibition, % at 3.6 µM | O00482 | AID 602396;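 active = inhibition above the mean inhibition of all tested compounds plus 3 SD, cut at about 73% in these data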;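 also: 0% = DMSO wells and 100% = reporter-only cells lacking LRH-1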
CF NFkB inh = inhibitors of cystic fibrosis induced NF-kB. KKLEB NF-kB-GFP reporter, PAF-induced, GFP fluorescence overnight. AID 588850. inhibition, % at 5 µM. 360,000 compounds, 0.86% hits;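 active = at least 50% inhibition at 5 µM, scaled per plate between neutral and stimulator controls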;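 also: PAF is a Pseudomonas aeruginosa culture filtrate used as stimulus; plate controls were PAF-stimulated DMSO wells for no effect and unstimulated DMSO wells for full effect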
SRC2 inh = inhibits human steroid receptor coactivator 2; inhibition, % at 9 µM; 370,000 compounds, 0.17% hits; Q15596; HEK293 GAL4-SRC2 luciferase reporter, luminescence;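 active = inhibition above the mean inhibition of all tested compounds plus 3 SD, set per campaign, cut at about 52% in these data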;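 also: 0% = DMSO treated cells and 100% = cells given Gossypol at 36 µM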
SRC1 inh = inhibitors of human steroid receptor coactivator 1 (SRC1); HEK293 GAL4-SRC1 luciferase reporter, luminescence; inhibition, % at 3.6 µM; AID 588354; 360,000 compounds, 0.12% hits; Q15788;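 active = inhibition above the campaign mean plus 3 SD, with each screening campaign given its own cutoff, cut at about 60% in these data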;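 also: 0% = DMSO treated cells and 100% = gossypol at 36 µM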
TWEAK-Fn14 inh = TWEAK-Fn14 signaling inhibition; TWEAK-stimulated Fn14 reporter cells, luciferase luminescence, 8 h; inhibition, % at 10 µM; 360,000 compounds, 2% hits; AID 1159606; in the data active = inhibition above about 50%
EBV LMP1 NFkB = Epstein-Barr LMP1 NF-kappaB reporter inhibition | LMP1-induced NF-kappaB luciferase reporter cells, luminescence | inhibition, % at 12.5 µM | 350,000 compounds, 0.69% hits | AID 504558; in the data active = inhibition above about 41%;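 also: 0% = neutral control wells and 100% = reference inhibitor control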
Starred values were filed as active, the others as inactive; · = not tested or not shown.

Results follow in this order: SRC3 inh | C8 TRAIL sens | KKLEB cytotox | TROY NFkB inh | COUP-TFII inh | NR5A2 inv ag | CF NFkB inh | SRC2 inh | SRC1 inh | TWEAK-Fn14 inh | EBV LMP1 NFkB
> CCS(=O)(=O)N1CCC(C(=O)NC2CCCCC2)CC1
    10 | -2 | 6 | 2 | -1 | 23 | 3 | 3 | -6 | -5 | 3
> O=C(NCC1CCCO1)c1cccc(NC(=O)c2cccs2)c1 (stereo not drawn)
    9 | 3 | 10 | 5 | 20 | 7 | 0 | -2 | -2 | -28 | -5
> CS(=O)(=O)N(CC(=O)N/N=C/c1cccs1)c1cccc(Cl)c1Cl
    4 | -2 | 6 | 13 | 14 | -5 | -4 | 0 | 4 | 13 | 3
> COC(=O)[C@@]1(Cc2ccc(F)cc2)[C@H]2c3cc(C(=O)N(C)C)n(CCO)c3C[C@H]2CN1C(=O)c1ccccc1
    · | -11 | · | 4 | 8 | -11 | · | -13 | · | 12 | ·
> CCN(c1ccccc1)S(=O)(=O)c1ccc(Cl)c(NC(=O)CSc2ncn[nH]2)c1
    17 | -5 | 12 | 14 | 24 | -1 | 29 | 14 | 15 | 3 | -1
> O=C(CCC(=O)Nc1ccc(F)cc1)N/N=C/c1cccs1
    3 | -7 | 1 | 18 | 1 | 8 | 2 | -3 | 13 | 1 | -6
> CCCCSc1ncnc2c1ncn2C1CCCCO1 (stereo not drawn)
    -114 | 18 | -11 | -13 | -52 | -123 | 12 | -55 | -103 | 20 | -2
> Cn1c(=O)c2c(ncn2CC(=O)N2CCN(S(=O)(=O)c3ccccc3)CC2)n(C)c1=O
    -31 | -4 | 0 | 1 | 0 | 9 | -4 | 20 | 1 | 2 | 1
> COc1ccccc1N1CCN(C(CNS(=O)(=O)c2ccc(C)cc2)c2cccnc2)CC1 (stereo not drawn)
    -5 | -10 | -1 | -1 | -8 | 17 | 6 | 4 | -1 | -24 | 9
> Nc1cc(C(=O)O)c(Oc2ccc(Cl)cc2Cl)cc1C(=O)O
    -32 | -2 | 10 | -3 | 2 | -18 | 7 | -17 | -11 | 25 | 7
> CCn1c(=O)c2c(n3cnnc13)-c1ccccc1CC21CCCCC1
    18 | 3 | -4 | 16 | 18 | -9 | 12 | 2 | 4 | -3 | 8
> Cc1cc(=O)[nH]c(N/N=C/c2ccccc2C(F)(F)F)n1
    0 | 2 | -2 | 5 | -2 | -3 | 22 | -51 | -20 | 1 | 2
> COc1cc(C(=O)Nc2ccc3c(c2)Cc2cc(NC(=O)c4cc(OC)c(OC)c(OC)c4)ccc2-3)cc(OC)c1OC
    19 | 21 | -77* | 15 | 14 | -2 | 68* | -4 | 5 | -39 | 3
> Cc1ccc(CNC(=O)/C=C/C(=O)O)cc1
    14 | -7 | -22 | 2 | 4 | 3 | 0 | 0 | 7 | 2 | -2
> O=C(NC1CC1)[C@@H]1CSC2c3ccccc3C(=O)N21 (stereo partly drawn)
    -6 | 1 | -18 | -2 | 6 | 0 | 4 | -16 | -18 | -8 | -3
> O=C(Cc1cc(=O)[nH][nH]1)N/N=C/c1c(F)cccc1Cl
    -9 | -6 | 8 | -4 | 13 | -5 | -16 | -4 | -36 | -1 | 4
> CC(C)c1ccc(C(=O)N2CCCCC2c2cc(C(=O)Nc3ccncc3)no2)cc1 (stereo not drawn)
    16 | -10 | -19 | 22 | 25 | 4 | 19 | -3 | -3 | 17 | ·
> COc1ccc(C2CC(c3ccc(OC)cc3O)=NN2C(=O)c2ccccc2)cc1 (stereo not drawn)
    4 | -13 | -3 | 8 | 2 | -4 | -4 | -22 | 10 | -5 | 17
> O=C(C1CCC(CNS(=O)(=O)c2cccc3cccnc23)CC1)N1CCCC1 (stereo not drawn)
    19 | -5 | 8 | -3 | 4 | -24 | -29 | -15 | -8 | 4 | 5
> O=C(COc1ccccc1)N1CCN=C1c1ccccc1
    10 | -8 | -3 | -12 | 7 | 15 | 0 | -9 | -12 | 3 | -2
> O=S(CCc1ccncc1)Cc1ccccc1 (stereo not drawn)
    16 | 12 | -6 | 18 | -18 | -6 | 5 | 0 | 5 | -2 | -6
> CCOc1ccc2nc(NC(=O)Cc3cccs3)sc2c1
    -75 | 1 | -4 | -41 | · | -92 | 9 | · | -64 | -12 | -27
> CCOc1ccc(S(=O)(=O)Nc2ccc(C(=O)N(CC)CC(=O)NCc3cccs3)cc2)cc1
    -4 | 1 | -3 | 1 | 10 | 6 | -8 | 6 | 4 | 74* | -3
> COc1cccc(/C=C/C(=O)NCc2ccc(S(N)(=O)=O)cc2)c1
    10 | -8 | -13 | -9 | 7 | -21 | 1 | 17 | -37 | -3 | -2
> O=C(CSc1nnc2scc(-c3ccccc3)n12)N1CCN(Cc2ccccc2)CC1
    6 | 14 | 8 | 5 | 2 | 0 | 3 | -1 | -17 | 1 | -22
> Cc1ccccc1OCC(=O)Nc1ccc(N2CCN(S(C)(=O)=O)CC2)cc1
    4 | 7 | 6 | 11 | 8 | 15 | -4 | -10 | 16 | 8 | -7
> CCc1ccc(NC(=O)NNC(=O)CCc2ccccc2)cc1
    -10 | 8 | -8 | -36 | 4 | -1 | -23 | -5 | 5 | -26 | -1
> CCCCN(C)c1c(C)nc2ccc(C(=O)N(CC)CCN(C)C)cn12
    -18 | 1 | 2 | -13 | 8 | -15 | -30 | -2 | 3 | 9 | ·
> Cc1cc(C)n(C(C)Sc2ccccc2)n1 (stereo not drawn)
    1 | -2 | 5 | -7 | -11 | 8 | -3 | 5 | -10 | 9 | 12
> O=C(CNC(=O)C1CCCCC1)OC(C(=O)c1ccccc1)c1ccccc1 (stereo not drawn)
    -37 | -12 | 9 | 8 | -10 | -2 | 14 | -13 | 3 | 15 | 7
> COC(=O)c1ccc(CSc2nnc(-c3c[nH]c4ccccc34)n2-c2ccccc2)cc1
    -8 | -5 | 6 | 1 | 20 | 13 | -27 | -2 | -4 | 44 | 4
> Cc1nn(CCCC(=O)NCCc2ccccc2)c(C)c1[N+](=O)[O-]
    16 | 10 | -6 | 8 | 4 | -6 | -2 | 5 | -12 | -13 | -3
> CC(C)(C)NC(=O)c1cc(-c2ccccc2)n[nH]1
    6 | 2 | -1 | -51 | 1 | -2 | 6 | 0 | 6 | -10 | 5
> Cc1cc(SCC(=O)N/N=C/c2cccnc2)nc2c(C)cccc12
    6 | 2 | 10 | 8 | 10 | 7 | 8 | -13 | 0 | 10 | -4
> CC(C#N)Sc1nc2ccccc2c(=O)n1-c1ccccc1 (stereo not drawn)
    9 | 2 | -6 | 10 | -6 | 26 | -13 | 24 | -20 | -10 | -32
> COCCN(CC(=O)Nc1cccc(C)c1C)C(=O)C1(c2ccc(Cl)cc2)CCC1
    17 | 2 | -7 | 6 | 8 | 6 | 27 | 29 | -4 | 11 | 4
> CC1=C(C(=O)OC2CCCCCCC2)C(c2cccc(O)c2)NC(=O)N1 (stereo not drawn)
    10 | 9 | 7 | 19 | -5 | 3 | 25 | 18 | 4 | -8 | -8
> O=C(C1CC(Cl)CN1S(=O)(=O)c1ccc(Cl)cc1)N1CCOCC1 (stereo not drawn)
    18 | -11 | -5 | -22 | 30 | 19 | 4 | -6 | -2 | 4 | -4
> O=C(O)Cn1c(=O)c2c3c(sc2n(Cc2ccccc2F)c1=O)CCCC3
    2 | -5 | -6 | -1 | -9 | 4 | 3 | 12 | 13 | -4 | 8
> O=C(COC(=O)Cc1ccccc1F)NC(=O)NC1CCCC1
    12 | -8 | 30 | -2 | -27 | 8 | -18 | -26 | -13 | -4 | -3

Single records (already shown):
Entry for O=C(CSc1nnc2scc(-c3ccccc3)n12)N1CCN(Cc2ccccc2)CC1 → SRC3 inh: 6; C8 TRAIL sens: 14; KKLEB cytotox: 8; TROY NFkB inh: 5; COUP-TFII inh: 2; NR5A2 inv ag: 0; CF NFkB inh: 3; SRC2 inh: -1; SRC1 inh: -17; TWEAK-Fn14 inh: 1; EBV LMP1 NFkB: -22
Entry for O=C(C1CC(Cl)CN1S(=O)(=O)c1ccc(Cl)cc1)N1CCOCC1 (stereo not drawn) → SRC3 inh: 18; C8 TRAIL sens: -11; KKLEB cytotox: -5; TROY NFkB inh: -22; COUP-TFII inh: 30; NR5A2 inv ag: 19; CF NFkB inh: 4; SRC2 inh: -6; SRC1 inh: -2; TWEAK-Fn14 inh: 4; EBV LMP1 NFkB: -4

More structures.
Results follow in this order: SRC3 inh | C8 TRAIL sens | KKLEB cytotox | TROY NFkB inh | COUP-TFII inh | NR5A2 inv ag | CF NFkB inh | SRC2 inh | SRC1 inh | TWEAK-Fn14 inh | EBV LMP1 NFkB
> COc1ccccc1OCCC(=O)OCC(=O)NC(=O)NC(C)(C)C
    -1 | -6 | -6 | -6 | -4 | 1 | 0 | -9 | -31 | 6 | -13
> CCOc1cc(NC(=O)c2ccco2)c(OCC)cc1NC(=O)COc1ccccc1
    5 | 7 | 7 | -18 | 15 | -16 | 12 | 12 | -20 | 10 | -3
> Cc1nc(C(F)(F)F)ccc1C(=O)N1CCC1(C)C(=O)NS(=O)(=O)c1ccc(C(C)(C)C)cc1 (stereo not drawn)
    4 | -5 | -1 | 6 | -5 | -4 | 12 | -8 | 11 | -4 | ·
> Cc1ccc(-c2nc(-c3nccc4ccccc34)oc2-c2ccccc2)cc1
    -147 | 38 | -2 | 63* | -21 | -147 | 4 | -38 | -176 | -4 | 11
> CCOC(=O)c1ccc(CSc2nncn2N)o1
    -4 | 0 | 1 | 3 | -16 | -7 | -18 | -1 | -6 | 8 | -13
> Brc1ccc(-c2csc(Nc3nc(-c4ccc(Br)cc4)cs3)n2)cc1
    -6 | -9 | 8 | -57 | -8 | -16 | -14 | -42 | -7 | 11 | -7
> O=C(NC1CCCC1)c1cc2nc(-c3ccco3)cc(C(F)(F)F)n2n1
    -1 | -3 | 0 | 14 | 0 | -16 | 12 | 16 | -4 | 7 | -4
> O=C(O)c1ccc(F)c(S(=O)(=O)Nc2ccccc2)c1
    3 | 8 | 1 | -30 | -7 | 8 | 0 | -8 | 1 | -2 | -3
> COc1ccc(CC(=O)NCCN2CCCC2)cc1
    -6 | -6 | 8 | 28 | 0 | 1 | -10 | 9 | -1 | -20 | 1
> COC(=O)c1nnn(-c2nonc2N)c1-c1cccs1
    14 | -5 | 1 | 9 | -3 | -5 | 0 | -28 | -30 | 26 | 7
> Cc1ccc(N(Cc2cc3cc(C)ccc3[nH]c2=O)C(=O)c2cccs2)cc1
    9 | 4 | 10 | 13 | -15 | -8 | -2 | -5 | -7 | -6 | 0
> CC(C)(C)NC(=O)C(c1ccc(F)cc1)N(Cc1cccs1)C(=O)c1ccc(CN2CCOCC2)o1 (stereo not drawn)
    16 | 0 | 15 | -12 | 6 | 3 | 0 | 14 | 9 | -19 | -7
> O=C(NC1CCC(O)CC1)c1cc(Cl)c2c(c1)OCCO2 (stereo not drawn)
    -20 | 9 | 1 | -29 | 7 | -16 | -6 | -24 | -11 | -10 | 22
> CCc1c(C)nc2ncnn2c1N1CCC(C(=O)NCc2cccs2)CC1
    17 | -7 | -2 | 8 | 9 | -6 | -13 | 14 | -32 | -4 | 3

Compounds as they come; 4.2% or so of the library scored in one or more.
